# D1 antagonist – human D1 dopamine receptor antagonism | P21728 | HEK293 TREx D1 cells, calcium flux, dopamine EC80; hits give low values | activity change, negative = inhibition, % at 10 µM | 360,000 compounds, 3.2% hits; in the data active means activity change below about -30%; further: on the % scale 0 is the no-effect control and ±100 the full control effect
# Target sequence (P21728 whole entry, looked up): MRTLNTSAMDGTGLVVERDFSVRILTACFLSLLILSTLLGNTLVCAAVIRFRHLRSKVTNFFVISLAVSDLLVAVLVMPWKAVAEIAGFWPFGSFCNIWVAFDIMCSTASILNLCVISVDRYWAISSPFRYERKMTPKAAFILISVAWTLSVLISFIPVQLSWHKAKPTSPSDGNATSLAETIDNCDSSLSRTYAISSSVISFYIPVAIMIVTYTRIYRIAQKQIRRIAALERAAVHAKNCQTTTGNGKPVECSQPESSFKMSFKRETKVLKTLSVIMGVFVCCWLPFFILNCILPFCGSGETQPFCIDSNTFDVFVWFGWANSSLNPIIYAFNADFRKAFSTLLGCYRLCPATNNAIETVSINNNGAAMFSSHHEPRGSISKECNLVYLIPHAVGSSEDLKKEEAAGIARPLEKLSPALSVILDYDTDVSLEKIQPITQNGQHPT
#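 Allosteric or orthosteric antagonism assessed as attenuation of the calcium response to EC80 dopamine, added 180 s after compound, in induced HEK293 Trex D1 cells loaded with no-wash calcium dye.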
# D1 PAM – potentiators of human D1 dopamine receptor; P21728; HEK293 TREx D1 cells, calcium flux, dopamine EC20 potentiation; potentiation, % at 10 µM; 360,000 compounds, 0.036% hits; in the data active means potentiation above about 30%; further: 0% is about no effect
# Glioma ERSR ind – ER stress response induction in glioma; Potency, µM, without a hit: top-dose activation, hits mostly activators; U87-MG GRP78 promoter luciferase reporter, 16 h; AID 602332; 420,000 compounds, 0.02% hits; further: potency means the concentration at half of the fitted maximal effect; series mostly up to about 76 µM; % of control where 0% means no effect; nearly all actives have a fitted effect of over 35% in size
#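 Stably transfected U87-MG glioma cells carrying a GRP78-based luciferase sensor; 16 h compound incubation. Luminescence end-point read 10 min after Bright-Glo addition at room temperature.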
# Vif-A3G inh – inhibitors of Vif-APOBEC3G interaction. HeLa A3G-eYFP + Vif (tagged APOBEC3G with the HIV-1 protein that degrades it), YFP fluorescence, overnight. Q9HC16. 410,000 compounds, 0.076% hits. Potency, µM (series often up to 46.1 µM), for the others: top-dose activity, negative = active, actives largely listed as inhibitors;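 further: potency means the concentration at half of the fitted maximal effect; on the % scale 0 is the no-effect control and ±100 the full control effect; nearly all actives have a fitted effect of over 60% in size; hits raise eYFP signal because A3G escapes Vif-driven loss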
# Target sequence (Q9HC16 whole entry, looked up): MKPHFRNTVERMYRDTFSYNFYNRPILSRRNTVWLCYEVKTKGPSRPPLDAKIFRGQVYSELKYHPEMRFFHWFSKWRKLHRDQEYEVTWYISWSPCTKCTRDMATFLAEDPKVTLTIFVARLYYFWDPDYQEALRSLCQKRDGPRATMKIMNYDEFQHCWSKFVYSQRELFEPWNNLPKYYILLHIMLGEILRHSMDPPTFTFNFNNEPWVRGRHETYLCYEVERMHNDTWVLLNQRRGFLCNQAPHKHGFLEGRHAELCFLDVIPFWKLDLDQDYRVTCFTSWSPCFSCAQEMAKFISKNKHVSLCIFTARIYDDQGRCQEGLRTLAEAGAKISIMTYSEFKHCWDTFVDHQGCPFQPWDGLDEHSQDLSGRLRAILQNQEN
#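 HeLa cells stably expressing Vif and C-terminally eYFP-tagged A3G, seeded overnight at 37 deg C, then exposed to compound by pintool overnight at 37 deg C. Rise in yellow fluorescence (Ex 488/Em 500-530, Acumen) marks blocked Vif-driven A3G degradation.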
# D1 agonist – human D1 receptor agonism; HEK293 T-REx D1 cells, calcium flux, agonist mode; activation, % at 2 µM; 360,000 compounds, 1% hits; AID 504660; in the data active means activation above about 30%; further: 0% is about no effect
#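 Inducible HEK293 T-REx D1 cells, force-coupled to calcium signalling, were plated at 4000 cells/well with tetracycline and held overnight at 30 C. After no-wash calcium dye loading, compound-evoked calcium rise over 180 s flagged agonists.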
# Vif-A3F inh – inhibitors of Vif-A3F interaction. HeLa A3F-eYFP + Vif (tagged APOBEC3F with the HIV-1 protein that degrades it), YFP fluorescence increase. Potency, µM (series often up to 46.1 µM), for the others: at the highest dose activity, negative = active. 390,000 compounds, 0.2% hits; further: potency means the concentration at half of the fitted maximal effect; % of control where 0% means no effect; nearly all actives have a fitted effect of over 65% in size
#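 HeLa cells stably expressing Vif plus C-terminally eYFP-tagged A3F were seeded, incubated overnight at 37 deg C, dosed with compound, incubated overnight again at 37 deg C. Yellow fluorescence (Ex 488/Em 500-530) reported blocked Vif-mediated A3F-eYFP degradation.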
# Numbers without * were called inactive; . = not tested or not shown; & = joins results of further samples. Unless noted, the call rests on the fitted dose curve; in most records, active means well fitted curve in the direction sought with a large enough effect; inconclusive means small, poorly fitted or top-dose-only effect, or another doubt; inactive means no such curve, though single readings can be large; an effect the other way counts as inactive or inconclusive. A portion of the library; count on the stated rates, not on these rows.
# Start of the data: the first 2 records, to show the layout:
no. | Compound | D1 antagonist | D1 PAM | Glioma ERSR ind | Vif-A3G inh | D1 agonist | Vif-A3F inh
1 | CC(C)(C)c1ccccc1Nc1nc(C#N)nc(NC2CCCC2)n1 | 5.0 | 8.7 | . | . | 3.3 | .
2 | N#Cc1nc(Nc2cc(F)cc(F)c2)nc(NC2CCCC2)n1 | -17.5 | -3.1 | . | . | 9.1 | .

# The whole of this part, from the start:
no. | Compound | D1 antagonist | D1 PAM | Glioma ERSR ind | Vif-A3G inh | D1 agonist | Vif-A3F inh
1 | CC(C)(C)c1ccccc1Nc1nc(C#N)nc(NC2CCCC2)n1 | 5.0 | 8.7 | . | . | 3.3 | .
2 | N#Cc1nc(Nc2cc(F)cc(F)c2)nc(NC2CCCC2)n1 | -17.5 | -3.1 | . | . | 9.1 | .
3 | COC(=O)[C@]1(C)N[C@H](CN(C)C(=O)c2ccc(C)cc2)[C@@H]2C(=O)N(Cc3ccccc3)C(=O)[C@@H]21 | . | . | 0.1% | 0.9% | . | -4.8%
4 | C/C=C1\COC(C(=O)NCc2ccncc2)(C(F)(F)F)C=C1C=C1CCCCC1 (stereo unspecified) | . | . | -1.5%&-2.5% | 0.2%&2.3% | . | -7.1%
5 | C=CC[C@H](CC(=O)N(CCO)Cc1ccccc1)C(=O)N[C@H](COC(=O)[C@@H](CC=C)Cc1ccc(F)cc1)C(C)(C)C | . | . | -1.8% | -9.4% | . | 8.2%
6 | COc1ccc2nc(-c3ccccc3)nc(SC)c2c1 | . | . | 3.8% | -4.3% | . | -3.6%
7 | CC1(C)c2[nH]c3ccccc3c2C[C@H]2C(=O)N(Cc3ccc(F)cc3)C(=O)N21 | . | . | -7.2% | -6.2% | . | 6.8%
8 | O=C(O)Cn1cc(F)c(=O)[nH]c1=O | . | . | -1.6% | 2.8% | . | -0.9%
9 | C=C(C1=CCN(S(=O)(=O)C(C)(C)C)[C@@H]1CCO)c1ccccc1 | . | . | -1.4% | -2.5% | . | -0.1%
10 | CN(C)C(=O)c1ccc(-c2cc3onc(-c4ccccc4)c3c(=O)n2C)cc1 | . | . | -2.9% | -5.1% | . | 4.1%
11 | CCC[C@H]1CC(=O)C=C(c2ccc(OC)cc2)ON1C(=O)OC(C)(C)C | . | . | 3.8% | -7.9% | . | 5.0%
12 | CCO[C@H]1OC(C(=O)O)=C[C@@H](c2cn(C(C)=O)c3ccccc23)[C@@H]1CCCO | . | . | -2.5% | 4.2% | . | -0.1%
13 | CN(CCc1ccccc1)C(=O)c1cccc(NC(=O)Cc2cccc(NC(=O)C3CCCN(C(=O)c4ccccc4)C3)c2)c1 (stereo unspecified) | . | . | -1.7% | 0.6% | . | 2.3%
14 | C[C@@H]1COC(=O)[C@@H](Cc2ccc(F)cc2)CC/C=C\C[C@@H](CC(=O)NCCO)C(=O)N1 | . | . | -1.5% | -2.4% | . | -13.8%
15 | O=C(Oc1ccccc1)c1ccccc1C(=O)Oc1ccccc1 | . | . | -2.0% | -3.0% | . | -4.0%
16 | CCNC(=O)N(C)C[C@H]1N[C@@](CC)(C(=O)OC)[C@H]2C(=O)N(C)C(=O)[C@@H]12 | . | . | -3.2% | 3.1% | . | 3.8%
17 | C=CC[C@@H](CC(=O)NCCO)C(=O)NC[C@@H](OC(=O)[C@H](CC=C)CC(=O)OC(C)(C)C)c1ccccc1 | . | . | -3.2% | 4.6% | . | -0.8%
18 | COC(=O)[C@]1(CC(C)C)N[C@H](c2ccc(SC3CCCCC3)cc2)[C@@H]2C(=O)N(C)C(=O)[C@@H]21 | . | . | -2.1% | -4.0% | . | 5.0%
19 | O=C(Nc1ccccc1)O[C@@H]1C[C@H]2CCCC(=O)N3CC[C@@H](C1)[C@@H]23 | . | . | -0.7%&-2.1% | 2.9%&1.7% | . | 2.4%
20 | CC[C@H]1C=C[C@@H](C(C(=O)OC)C(=O)OC)CN1C(C)=O | . | . | -0.5% | -0.2% | . | 1.5%
21 | Nc1ccccc1C#Cc1ccc2[nH]ccc2c1 | . | . | 1.1% | -8.9% | . | -2.8%
22 | CCN(CC)C(=O)[C@H]1C[C@H](CC(=O)NCCc2ccccn2)C(=O)N2CCc3c([nH]c4cc(-c5ccco5)ccc34)[C@]12C | . | . | 2.0% | -8.2% | . | -2.7%
23 | Cc1cccc([C@H]2[C@@H]3C=CCC[C@@H]3C(=O)N2Cc2ccccc2)c1 | . | . | -2.1%&-4.3% | -2.0% | . | 0.6%
24 | COC(=O)[C@]1(Cc2ccccc2)N[C@H](CN(C)S(=O)(=O)c2ccc(-c3ccccc3)cc2)[C@@H]2C(=O)N(Cc3ccccc3)C(=O)[C@@H]21 | . | . | -2.8% | -0.2% | . | -0.6%
25 | C[C@@H]1COC(=O)[C@H](NC(=O)OCC2c3ccccc3-c3ccccc32)C/C=C\C[C@@H](CC(=O)N[C@@H](CO)Cc2ccccc2)C(=O)N1 | . | . | 0.9% | -3.6% | . | -1.7%
26 | CCOC(=O)C1=CC[C@@H](c2cc3cc(OC)ccc3n2C)N(S(=O)(=O)c2ccc(C)cc2)[C@H]1C(=O)OCC | . | . | -2.7% | 0.1% | . | -28.6%
27 | CC(C)CC(CO)NS(=O)(=O)c1cccc(Cl)c1F (stereo unspecified) | . | . | -2.0% | 0.6% | . | 2.3%
28 | O=C(Cc1cccc(NC(=O)C2CCCN(C(=O)C3CCCC3)C2)c1)Nc1ccc(C(=O)N2CCCCC2)cc1 (stereo unspecified) | . | . | -0.7% | 0.6% | . | 7.5%
29 | Cc1nc(SCc2nc3ccc(F)cc3[nH]2)c2oc3ccccc3c2n1 | . | . | 4.6% | -9.2% | . | 0.1%
30 | CC(C)=CCc1c([C@@H]2CCc3ccc(O)cc3O2)cc2c(c1O)OC(C)(C)C=C2 | . | . | -3.4% | -1.8% | . | 1.7%
31 | C=CCC[C@@H](Cc1ccc(F)cc1)C(=O)OC[C@H](Cc1c[nH]c2ccccc12)NC(=O)[C@@H](CC=C)CC(=O)N[C@H](CO)Cc1ccccc1 | . | . | -4.1% | 1.6% | . | -3.3%
32 | CC(C)C[C@H]1CNC(=S)N1CC1CCN(CCC2CCCC2)CC1 | . | . | -1.6% | -3.2% | . | 2.2%
33 | C=CCC[C@H](Cc1ccc(F)cc1)C(=O)OC[C@H](Cc1c[nH]c2ccccc12)NC(=O)[C@H](CC=C)CC(=O)N[C@H](CO)Cc1ccccc1 | . | . | -3.9% | -3.9% | . | -3.3%
34 | O=C1CCC[C@@H]2CC(Nc3ccc(F)cc3F)C[C@@H]3CCN1[C@H]23 (stereo partly specified) | . | . | -1.4%&-4.2% | 2.5% | . | 4.9%
35 | C[C@H]1CN(S(=O)C(C)(C)C)[C@@H](CCO)/C1=C\CCO (stereo partly specified) | . | . | 0.4% | 2.0% | . | 3.9%
36 | CCOC(=O)[C@@H]1[C@H]2COc3ccccc3[C@@H]2N2C(=O)N(c3ccc(C(F)(F)F)cc3)C(=O)[C@@]12C | . | . | 0.0% | -6.3% | . | 6.4%
37 | C[C@]12C(=O)N(c3ccc(Cl)cc3)C(=O)N1[C@@H]1c3ccccc3OC[C@@H]1[C@H]2c1ccccc1 | . | . | -3.5% | 1.7% | . | 1.2%
38 | c1ccc2ncccc2c1 | . | . | -3.9%&-4.5% | 1.0%&1.1% | . | 1.2%
39 | CCCC[C@@H]1CCCO[C@@](C(=O)NCc2cc(C)n(C)n2)(C(F)(F)F)C1 | . | . | -3.2%&-0.6% | -1.8%&2.3% | . | 5.0%
40 | Cc1ccccc1-c1cccc([C@@H]2C[C@H]3[C@H](CON3C)CN2C)c1 | . | . | 0.7% | 1.1% | . | 1.2%
41 | C[C@@H]1ON(C)[C@H]2C[C@H]3c4cc(-c5cccc(F)c5)ccc4CCN3C(=O)[C@@H]12 | . | . | -3.8% | 3.5% | . | 4.6%
42 | O=C(Cc1ccc(NC(=O)C2CCN(C(=O)C3CC3)CC2)cc1)Nc1cccc(C(=O)N2CCCC2)c1 | . | . | -2.4% | -0.7% | . | 6.1%
43 | COC(=O)C1=C(C(=O)OC)[C@]2([C@H]3CC=CCN[C@@H](Cc4ccccc4)C(=O)N3Cc3ccccc3)C=C[C@H]1O2 | . | . | -7.1% | -5.3% | . | 1.8%
44 | CCCCNc1ccc(C(F)(F)F)cc1S(=O)(=O)NCCc1ccc(F)cc1 | . | . | 7.3% | -5.2% | . | -2.9%
45 | COc1ccc([C@H]2/C=C\CN(C(=O)CC(C)(C)C)[C@@H](C)C(=O)N2Cc2ccc(F)cc2)cc1 | . | . | -1.1% | 0.7% | . | 3.2%
46 | CC(C)CNC(=O)C1Nc2ccc(OC(F)(F)F)cc2C2C=CCC12 (stereo unspecified) | . | . | 0.9% | -4.5% | . | -3.1%
47 | OCCNc1nc(Nc2ccc(Cl)cc2)nc(N2CCCC2)n1 | . | . | -3.9% | -8.6% | . | 5.7%
48 | CCOC(=O)C1=CN(Cc2ccccc2)CCC1=O | . | . | 1.2% | 4.6% | . | 7.6%
49 | COc1ccc2c(c1)-c1ccccc1S(=O)(=O)N(C)C2 | . | . | -1.6% | -0.5% | . | -1.1%
50 | CCC1Nc2ncnc(N3CCOCC3)c2N(Cc2ccc(Cl)cc2)C1=O (stereo unspecified) | . | . | -0.2% | 2.2% | . | 6.6%
51 | CC(C)(C)OC(=O)C[C@@H]1C/C=C\C[C@H](CC(=O)N[C@H](CO)Cc2ccccc2)C(=O)N[C@@H](Cc2ccccc2)COC1=O | . | . | -4.5% | -0.7% | . | -2.4%
52 | NC(=O)c1ncn([C@@H]2O[C@H](CN=C3NS(=O)(=O)c4ccccc43)[C@@H](O)[C@H]2O)n1 | . | . | -4.7% | 0.3% | . | -0.1%
53 | CCCCN1C(=N)N([C@@H](CCC)CN2CCC[C@H]2CN2C(N)=NC[C@H]2CC(C)C)C[C@H]1Cc1ccccc1 | . | . | -0.3% | 0.9% | . | 7.0%
54 | C[C@H]1CN([C@@H](C)CO)C(=O)c2cc(NC(=O)Nc3cccc4ccccc34)ccc2O[C@@H]1CN(C)Cc1ccc(-c2ccccc2)cc1 | . | . | -1.5% | -3.6% | . | -6.9%
55 | CCOC(=O)N1CCC(NC(=O)CCc2c(C)nc3c(c(C)nn3-c3ccccc3)c2C)CC1 | . | . | -1.5% | 0.3% | . | -4.4%
56 | CCCC[C@@H]1CCCO[C@@](C(=O)NCc2ccc(C)o2)(C(F)(F)F)C1 | . | . | 2.6%&-4.2% | -0.3%&1.7% | . | -18.9%
57 | C=CC[C@@H](CC(=O)N[C@H](CO)Cc1ccccc1)C(=O)NCCOC(=O)[C@@H](CC=C)CC(=O)OC(C)(C)C | . | . | -3.9% | -3.4% | . | 3.5%

# Compound profiles, from the list above.
# Entry for CCOC(=O)[C@@H]1[C@H]2COc3ccccc3[C@@H]2N2C(=O)N(c3ccc(C(F)(F)F)cc3)C(=O)[C@@]12C : D1 antagonist: .; D1 PAM: .; Glioma ERSR ind: 0.0%; Vif-A3G inh: -6.3%; D1 agonist: .; Vif-A3F inh: 6.4%
# Entry for C[C@H]1CN([C@@H](C)CO)C(=O)c2cc(NC(=O)Nc3cccc4ccccc34)ccc2O[C@@H]1CN(C)Cc1ccc(-c2ccccc2)cc1 : D1 antagonist: .; D1 PAM: .; Glioma ERSR ind: -1.5%; Vif-A3G inh: -3.6%; D1 agonist: .; Vif-A3F inh: -6.9%
# Entry for COc1ccc2c(c1)-c1ccccc1S(=O)(=O)N(C)C2 : D1 antagonist: .; D1 PAM: .; Glioma ERSR ind: -1.6%; Vif-A3G inh: -0.5%; D1 agonist: .; Vif-A3F inh: -1.1%

# Compound activity: PubChem, National Center for Advancing Translational Sciences (NCATS)
